# FBPA Giardia inh: qHTS Assay for Inhibitors of Fructose-1,6-bisphosphate Aldolase from Giardia Lamblia | AID 2451, 2010 | actives 0.71% (n = 290,000) | A8B2U2 | Potency, µM (highest dose often 59.6 µM), for the others: at the top dose activity, negative = inhibition, hits mostly inhibitors | purified Giardia FBPA; further: potency means the concentration at half of the fitted maximal effect; nearly all actives have a fitted effect of over 55% in size
# Target sequence (A8B2U2 whole entry, looked up): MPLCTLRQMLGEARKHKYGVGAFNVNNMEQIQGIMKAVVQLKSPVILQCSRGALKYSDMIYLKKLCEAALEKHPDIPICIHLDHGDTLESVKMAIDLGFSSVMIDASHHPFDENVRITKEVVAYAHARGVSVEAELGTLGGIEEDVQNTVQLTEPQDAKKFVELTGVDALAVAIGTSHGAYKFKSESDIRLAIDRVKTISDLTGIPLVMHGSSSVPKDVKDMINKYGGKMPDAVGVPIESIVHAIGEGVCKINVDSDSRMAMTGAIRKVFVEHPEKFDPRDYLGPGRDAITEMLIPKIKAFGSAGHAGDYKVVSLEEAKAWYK
#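 40 nM FBPA preincubated 10 min at RT with compound (up to 57.5 uM final), then substrate plus GAPDH/TPI/NAD/arsenate coupling and diaphorase/resazurin added. Fluorescence read after 20 min at RT, 525/598 nm.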
# AmpC inh detg: qHTS Inhibitors of AmpC Beta-Lactamase (assay with detergent). P00811. AmpC hydrolysis of nitrocefin, absorbance 480 nm, 0.01% Triton. Potency, µM (highest dose often 114 µM), inactives show top-dose activity change, negative = inhibition, hits mostly inhibitors. actives 0.041% (n = 370,000). AID 485294, 2010;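 further: potency means the concentration at half of the fitted maximal effect; 0% = no-compound wells and -100% = no-enzyme wells; nearly all actives have a fitted effect of over 25% in size; some results filed as inactive show a strong effect at the top dose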
# Target sequence (P00811 whole entry, looked up): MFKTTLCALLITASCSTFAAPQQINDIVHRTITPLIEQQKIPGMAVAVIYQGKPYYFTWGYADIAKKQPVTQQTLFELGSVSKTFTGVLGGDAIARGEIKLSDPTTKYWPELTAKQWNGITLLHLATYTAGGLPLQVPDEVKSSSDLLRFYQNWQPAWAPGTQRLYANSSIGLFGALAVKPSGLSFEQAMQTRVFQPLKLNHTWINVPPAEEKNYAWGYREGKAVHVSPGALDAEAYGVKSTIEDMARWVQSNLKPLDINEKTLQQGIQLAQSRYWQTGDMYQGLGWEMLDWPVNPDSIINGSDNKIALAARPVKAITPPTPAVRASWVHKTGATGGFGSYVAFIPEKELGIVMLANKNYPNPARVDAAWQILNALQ
#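 20 mM phosphate pH 7.0 + 0.01% (detergent screen) or 0.0001% Triton X-100; 5.3 nM AmpC reagent; cpd preinc 15 min RT; nitrocefin (800 uM stock) to start; A480 q20 s × 4 min; Activity was normalised to no-enzyme and no-compound control wells.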
# Sm TGR block: qHTS Assay for the Inhibitors of Schistosoma Mansoni Peroxiredoxins; Schistosoma mansoni thioredoxin glutathione reductase (TGR), Q962Y6; purified TGR, DTNB reduction, TNB absorbance 405 nm; Potency, µM (top dose mostly 114 µM), for inactives: top-dose activity change, negative = inhibition, hits mostly inhibitors; actives 3% (n = 360,000); further: potency means the concentration at half of the fitted maximal effect; nearly all actives have a fitted effect of over 60% in size
#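 Kinetic colorimetric format: TGR-catalysed, NADPH-driven DTNB reduction monitored via TNB absorbance. Enzyme dispensed at 20 nM; compound exposure 15 min at room temperature before reaction start.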
# HCV inh: qHTS Assay for Inhibitors of Hepatitis C Virus (HCV); actives 3.4% (n = 340,000); Huh7.5.1 HCVcc-Cre infection, luciferase reporter, 44 h; Potency, µM (titrated, usually from 41.8 µM), inactives show at the highest dose activity change, negative = inhibition, most hits filed as inhibitors; further: potency means the concentration at half of the fitted maximal effect
#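 Infectious HCV cell culture screen: compound-treated cells (1,000/well, pre-plated 4 h) are infected with HCVcc-Cre at roughly 0.5 moi and grown 44 h. Infection is quantified by luciferase signal after 15 min substrate incubation at room temperature.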
# AmpC inh no detg: qHTS Inhibitors of AmpC Beta-Lactamase (assay without detergent). actives 0.52% (n = 330,000). Potency, µM (doses to about 57.1 µM), for the others: at the highest dose activity change, negative = inhibition, actives largely listed as inhibitors. AID 485341, 2010. AmpC nitrocefin hydrolysis, absorbance 480 nm, 0.0001% Triton. P00811;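 further: potency means the concentration at half of the fitted maximal effect; plate controls were no compound for no effect and no enzyme for full effect; nearly all actives have a fitted effect of over 20% in size; some results filed as inactive show a strong effect at the top dose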
#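 20 mM phosphate pH 7.0 + 0.01% (detergent screen) or 0.0001% Triton X-100; 5.3 nM AmpC reagent; cpd preinc 15 min RT; nitrocefin (800 uM stock) to start; A480 q20 s × 4 min; Activity was normalised to no-enzyme and no-compound control wells.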
# HCMV antiviral: qHTS Assay for inhibitors of the human cytomegalovirus (HCMV); HFF cells, HCMV-luciferase reporter, 72 h; active compounds read low; activity change, negative = inhibition, % at 57.5 µM; actives 4.5% (n = 410,000); AID 1259415, 2018; in the data active means activity change below about -60%; inconclusive means no clear call, values can overlap the other calls; inactive means above about -39%
#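 Compounds were evaluated in HFFs infected with an HCMV luciferase reporter virus (MOI 1 PFU/cell). Luciferase in lysates collected 72 h post infection served as the replication measure.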
# * marks the source's active call; other numbers are inactive results; ? = inconclusive; . = not tested or not shown; [ ] = remark or other dose. Unless noted, the call rests on the fitted dose curve; in most records, active means well fitted curve in the direction sought with a large enough effect; inconclusive means small, poorly fitted or top-dose-only effect, or another doubt; inactive means no such curve, though single readings can be large; an effect the other way counts as inactive or inconclusive. Unless noted, on the % scale 0 is the no-effect control and ±100 the full control effect.
# The line under a structure holds: FBPA Giardia inh | AmpC inh detg | Sm TGR block | HCV inh | AmpC inh no detg | HCMV antiviral
- Cc1cc(C)nc(SCc2nnc(SCC(=O)Nc3nccs3)n2Cc2ccco2)n1
→ 9% | -5% | -26% | -6% | -6% | 42
- CCOc1ccccc1NC(=O)/C(C#N)=C/c1cccnc1
→ 0% | ? | 0% | 7% | -17% | 29
- CCN1CCN(C(=O)C2CC(=O)N(c3ccc(Cl)cc3)C2)CC1 (stereo unspecified)
→ 0% | 2% | 4% | 0% | -4% | -33
- Cc1cccn2c(=O)c(/C=C(\C#N)C(=O)NCc3ccco3)c(N3CCCCC3)nc12
→ 0% | -3% | 2% | 1% | -13% | ?
- CCC1(CC)NC(=O)N(CC(=O)OCC(=O)NC(=O)c2ccc(Cl)cc2)C1=O
→ 2% | -9% | 3% | -7% | 1% | 7
- Fc1ccc(-c2nnc(CSc3nnc(-c4cccs4)o3)o2)cc1
→ -4% | ? | 0% | -9% | -16% | -9
- COCCn1c(CN2CCN(c3ccc(F)cc3)CC2)nc2c1c(=O)n(C)c(=O)n2C
→ 0% | 1% | -1% | . | -6% | .
- CC1CCN(c2ncnc3c2c(-c2ccccc2)cn3-c2ccc(Br)cc2)CC1
→ . | -6% | 1% | . | . | ?
- CCc1nnc(NC(=O)C2Cc3ccccc3C(=O)O2)s1 (stereo unspecified)
→ -12% | ? | -27% | 12% | -9% | -10
- CC(=O)OCC(=O)Nc1ccc(Br)c(C)c1
→ -3% | -3% | 2% | 17% | -14% | 5
- CCC12CN3CC(CC)(CN(C1)C3c1c(O)ccc3ccccc13)C2=O (stereo unspecified)
→ -15% | -9% | 3% | 2% | -31% | -25
- CCc1ccc(NC(=S)N(CCCN2CCOCC2)Cc2ccccn2)cc1
→ 0% | ? | -7% | -6% | 180%[activator] | 4
- Cc1ncc(CN2CCC(CO)(Cc3ccccc3)CC2)s1
→ 0% | -7% | 10% | ? | -2% | 10
- CCn1c(CCC(=O)O)nc2cc(S(=O)(=O)N3CCOCC3)ccc21
→ . | . | . | 9% | -4% | -1
- O=C1SCC(c2ccccc2)=NN1Cc1ccccc1
→ -2% | -2% | -3% | 8% | -17% | -9
- Cc1c2cnn(CC(=O)N3CCN(c4ccccc4)CC3)c(=O)c2c(C)n1Cc1ccc(F)cc1
→ . | 16% | -5% | . | . | -9
- O=C(NCCCN1CCOCC1)/C(=C/c1cccs1)NC(=O)c1ccccc1
→ 3% | 4% | -1% | -16% | -6% | -20
- COc1cc(Cl)c(C)cc1Nc1ncnc2c1nc1n2CCCC1
→ . | 13% | 9% | . | . | 5
- Cc1cc(-c2ccccc2)nc(SCc2ccc(C(=O)O)cc2)n1
→ 27% | ? | -9% | 18% | -31% | 49
- O=C(CSc1nc2ccc(Cl)cc2[nH]1)c1ccc2c(c1)OCO2
→ ? | 9% | 22% | 9% | -34% | -36
- O=C(Oc1ccc(-c2nnco2)cc1)N(c1ccccc1)c1ccccc1
→ 12% | -7% | 7% | 2% | 42% | 42
- CCOC(=O)c1cnc(N2CCOCC2)[nH]c1=O
→ 2% | -8% | 0% | 10% | -14% | 27
- Cc1cnc(C(=O)OCC(=O)Nc2c(Cl)cc(Cl)cc2Cl)cn1
→ . | -6% | -22% | 12% | -22% | -21
- CC(C)C(=O)NC(c1ccccc1)c1cc([N+](=O)[O-])c2cccnc2c1O (stereo unspecified)
→ ? | ? | -11% | ? | -42% | -1
- Cc1ccc(-n2c(SCC(=O)N/N=C/c3c(C)nn(-c4ccccc4)c3C)nc3ccccc3c2=O)cc1
→ 3% | ? | -4% | ? | -21% | -63*
- O=[N+]([O-])c1cc([N+](=O)[O-])c(Oc2c(F)ccc(F)c2F)cc1NN1CCCCC1
→ -5% | -8% | -4% | 3% | -20% | ?
- Cc1nnc(SCC(=O)NCCN2C(=O)CSC2=O)n1-c1ccccc1
→ 4% | 3% | -7% | 14% | -16% | 3
- c1ccc(CNC23CC4CC(CC(C4)C2)C3)nc1
→ ? | -1% | 3% | 11% | -34% | 22
- CC(=O)Nc1cccc(C(=O)OCCCOc2ccc(F)cc2)c1
→ -7% | 2% | -17% | ? | 13% | ?
- Oc1ccc(C=Nc2ccccc2-c2nc3ccccc3[nH]2)c(O)c1
→ -4% | -8% | 3% | ? | -45% | 8
- O=C(CCCCn1c(=O)c2ccccc2n(CC(=O)Nc2ccc(F)cc2F)c1=O)NCc1ccccc1Cl
→ . | 24% | 0% | . | . | -9
- CCOC(=O)c1cccc(NC(=O)/C=C/c2ccc3c(c2)OCO3)c1
→ -5% | ? | -23% | 13µM* | -51% | -11
- CC(C)n1c(C(=O)OCC(=O)NCc2ccc3c(c2)OCO3)cc2sccc21
→ 1% | 4% | 3% | ? | 1% | 70
- CCOC(=O)c1c(NC(=O)CN2C(=O)NC(C)(c3ccccc3)C2=O)sc(C)c1C (stereo unspecified)
→ 0% | ? | -3% | ? | -10% | 42
- CC(C)(C)C(=O)O/N=C(\N)c1c(Cl)cccc1Cl
→ 7% | 1% | -7% | 5% | -4% | 5
- O=C(N[C@@H](Cc1ccccc1)C(=O)NC1CC1)c1ccc(Cl)cc1
→ 25% | -3% | 1% | 5% | -2% | 15
- O=S(=O)(NC1CC1)c1ccc(S(=O)(=O)N2CCc3ccccc32)cc1
→ -11% | -2% | 5% | ? | -30% | -81*
- CCN1/C(=C/C(C)=C/c2sc3ccccc3[n+]2CC)Sc2ccccc21
→ -8% | 1% | -24% | 1µM* | 14% | -100*
- COC(=O)c1cccc(Nc2c3c(nc4ccccc24)CCC3)c1
→ -5% | -1% | 8% | 3.2µM* | -20% | -20
- NC(N)=N/N=C/c1ccc(Br)cc1
→ -2% | 9% | 6% | -16% | -39% | -16
- CCOc1ccccc1NC(=O)N(Cc1ccc(C)o1)C1CCN(C(C)=O)CC1
→ . | -4% | -1% | . | . | -6
- COc1cccc(-c2nc3c(C#N)c[nH]n3c2NC2CCCC2)c1OC
→ . | 2% | -2% | . | . | 7
- Cc1cccc(OCC(O)CN2CCN(CCN3C(=O)c4cccc5cccc(c45)C3=O)CC2)c1C (stereo unspecified)
→ -1% | -6% | -2% | 8.9µM* | -5%[2.29 µM] | ?
- COC(=O)c1ccc(N)c(N=CC2=C(O)CC(C)(C)CC2=O)c1
→ -12% | ? | -1% | 20% | -36% | 4
- N#Cc1c(/N=C/C2C(=O)NC(=S)NC2=O)sc2c1CCCC2
→ ? | -2% | ? | 2% | -32% | -9
- CSc1ncc(Cl)c(C(=O)Nc2c(C(=O)c3ccc(Cl)cc3)oc3ccccc23)n1
→ . | -7% | 1% | . | . | 10
- O=C(c1ccc(Cl)c(S(=O)(=O)N2CCCCCC2)c1)N1CCN(c2ccc(O)cc2)CC1
→ . | -1% | ? | -27% | -18% | -26
- Cc1ccc(C(=O)N/C(=C\c2ccc([N+](=O)[O-])cc2)C(=O)NCCc2ccccc2)cc1
→ 2% | -5% | -2% | ? | -39% | 14
- Cc1cc(/C=C2\SC(=Nc3ccc(F)cc3)NC2=O)c(C)n1-c1ccc(S(N)(=O)=O)cc1
→ -5% | ? | -19% | 3.5µM* | 0% | -84*
- O=C(Nc1ccncc1)c1cn(-c2ccccc2)nc1-c1cccs1
→ 1% | 11% | 11% | ? | -7% | -5
- CCCCNC(=O)c1cc2c(C)cc(C)cc2[nH]1
→ -2% | -2% | 8% | -4% | -24% | 4
- COc1ccc(-c2cccc(NC(=O)c3ccco3)c2)nn1
→ . | 5% | -33% | -2%[8.37 µM] | ? | -34
- O=C(Nc1nc(-c2ccc3ccccc3c2)cs1)C1CCN(S(=O)(=O)c2cccs2)CC1
→ 3% | 0% | 1% | ? | -37% | -75*
- CCOC(=O)c1cnc(-n2nc(C)cc2C)nc1NC1CCCC1
→ -3% | 3% | 14% | 1.1µM* | 90%[activator] | -108*
- Cn1c(=O)n(C)c2cc(S(=O)(=O)NCCOCCO)ccc21
→ 0% | -3% | 0% | -4% | -16% | 42
- COc1ccc(N2CCN(CC(O)COc3ccccc3[N+](=O)[O-])CC2)cc1 (stereo unspecified)
→ -22% | -22% | -19% | -8% | -1% | -21
- CCOC(=O)c1[nH]c2c(c1-c1ccccc1)C(=O)CC(c1ccc(OCC)cc1)C2 (stereo unspecified)
→ 5% | -12% | 0% | 0%[8.37 µM] | -13% | -2
- Nc1ncnc2c1ncn2[C@@H]1O[C@H](CNCc2cn(CC(=O)NC3CC3)c3ccccc23)[C@@H](O)[C@H]1O
→ . | . | . | -11% | -13% | 15
- O=C(COc1ncnc2cc(Cl)ccc12)c1ccccc1
→ -10% | -7% | -13% | -7% | -33% | 15
- COc1ccccc1C(=O)NC(=O)COC(=O)c1cnc(C)cn1
→ . | -10% | -7% | 3% | -4% | -23
- COc1ccc(Cl)cc1NC(=S)NCCSc1ccc(C)cc1
→ 0% | -5% | 1% | ? | -32% | ?
- COc1ccccc1NC(=O)C(C(C)C)N1C(=O)c2ccccc2C1=O (stereo unspecified)
→ ? | -11% | -7% | -7% | 6% | -26
- O=c1oc(-c2ccco2)nc2ccccc12
→ -2% | 1% | -36% | 5% | -12% | -9

# Ten entries from above in another layout:
SMILES	FBPA Giardia inh	AmpC inh detg	Sm TGR block	HCV inh	AmpC inh no detg	HCMV antiviral
CCOC(=O)c1cnc(-n2nc(C)cc2C)nc1NC1CCCC1	-3%	3%	14%	1.1µM*	90%[activator]	-108*
Cn1c(=O)n(C)c2cc(S(=O)(=O)NCCOCCO)ccc21	0%	-3%	0%	-4%	-16%	42
COc1ccc(N2CCN(CC(O)COc3ccccc3[N+](=O)[O-])CC2)cc1 (stereo unspecified)	-22%	-22%	-19%	-8%	-1%	-21
CCOC(=O)c1[nH]c2c(c1-c1ccccc1)C(=O)CC(c1ccc(OCC)cc1)C2 (stereo unspecified)	5%	-12%	0%	0%[8.37 µM]	-13%	-2
Nc1ncnc2c1ncn2[C@@H]1O[C@H](CNCc2cn(CC(=O)NC3CC3)c3ccccc23)[C@@H](O)[C@H]1O	.	.	.	-11%	-13%	15
O=C(COc1ncnc2cc(Cl)ccc12)c1ccccc1	-10%	-7%	-13%	-7%	-33%	15
COc1ccccc1C(=O)NC(=O)COC(=O)c1cnc(C)cn1	.	-10%	-7%	3%	-4%	-23
COc1ccc(Cl)cc1NC(=S)NCCSc1ccc(C)cc1	0%	-5%	1%	?	-32%	?
COc1ccccc1NC(=O)C(C(C)C)N1C(=O)c2ccccc2C1=O (stereo unspecified)	?	-11%	-7%	-7%	6%	-26
O=c1oc(-c2ccco2)nc2ccccc12	-2%	1%	-36%	5%	-12%	-9

# Source: PubChem BioAssay (National Center for Advancing Translational Sciences (NCATS))
